# Compound activity deposited in PubChem BioAssay by National Center for Advancing Translational Sciences (NCATS).
# pAkt inh: inhibitors of Akt phosphorylation. activity change, % for hits at 50 µM. 360,000 compounds, 0.32% hits. Neuro2A IGF-stimulated pAkt S473 HTRF, 20 min; hits give low values; in the data active = activity change below about -80%; inconclusive = mostly about -51% to -80%; note: % is set by controls: 0 for no effect and ±100 for the full control effect
#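 Neuro2A cells in DMEM with 0.5% FBS, overnight at 37 deg C, given compound at single 50 µM final, then IGF (6 nM final) for 20 min at 37 deg C. Lysed; phospho-Akt Ser473 by HTRF after 24 h, 665/615 ratio.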
# PTHR1 agonist: activates the human parathyroid hormone receptor PTHR1; Q03431; HEK293 GP2 PTHR1 cells, GloSensor cAMP luminescence, 1 h; Potency, µM (top dose mostly 115 µM), for inactives: at the highest dose activation, hits mostly activators; 410,000 compounds, 0.075% hits; note: potency is the fitted concentration of half-maximal effect; nearly all actives have a fitted effect of over 55% in size; some results filed as inactive show a strong effect at the top dose; inactives centre near -15; many of its hits are not listed in these tables
# Target sequence (Q03431 whole entry, looked up): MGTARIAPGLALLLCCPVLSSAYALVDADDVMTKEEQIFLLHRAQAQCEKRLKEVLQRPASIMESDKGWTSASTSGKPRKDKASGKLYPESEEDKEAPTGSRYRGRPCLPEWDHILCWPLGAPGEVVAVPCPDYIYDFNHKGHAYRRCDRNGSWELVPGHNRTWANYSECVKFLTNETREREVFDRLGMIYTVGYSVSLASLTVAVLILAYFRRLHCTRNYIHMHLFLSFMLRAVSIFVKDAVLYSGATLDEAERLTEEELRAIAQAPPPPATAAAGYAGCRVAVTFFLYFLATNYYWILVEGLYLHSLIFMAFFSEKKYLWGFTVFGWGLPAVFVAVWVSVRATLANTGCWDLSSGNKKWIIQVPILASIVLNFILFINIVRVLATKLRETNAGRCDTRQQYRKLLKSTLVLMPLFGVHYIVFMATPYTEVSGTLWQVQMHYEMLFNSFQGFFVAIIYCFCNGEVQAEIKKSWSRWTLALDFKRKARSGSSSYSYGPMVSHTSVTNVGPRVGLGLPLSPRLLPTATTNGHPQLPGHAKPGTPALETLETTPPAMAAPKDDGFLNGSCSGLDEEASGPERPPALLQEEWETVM
#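 HEK-293-derived GP2 cells expressing PTHR1 and a GloSensor cAMP reporter, 3,000/well, plated overnight, given luciferin plus IBMX (each 0.5 mM as added) for 1 h at 37 °C, then compound for 1 h at 37 °C. Luminescence was read after 15 min at room temperature.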
# HEK293 tox: cytotoxicity in counter-screen for GLP-1R inverse agonists; HEK293 cAMP-luciferase reporter cells, luminescence, 24 h; AID 624418; Potency, µM (highest dose often 38.3 µM), inactives show at the top dose activity change, negative = inhibition, most hits filed as inhibitors; 410,000 compounds, 0.13% hits;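 note: loss of luciferase light is scored as toxicity; potency is the fitted concentration of half-maximal effect; % is set by controls: 0 for no effect and ±100 for the full control effect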
#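 To flag toxic compounds, the library was rerun on cells for 24 hr at 37 deg C and 5% CO2. Viability-linked luminescence was captured 12 min after adding luciferase detection reagent.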
# Mm-Cpn inhibitor: M. maripaludis TRiC chaperonin inhibition | purified Mm-Cpn ATPase, ADP Transcreener TR-FRET | Potency, µM (top dose mostly 76.9 µM), for the others: at the top dose activity, negative = inhibition, actives largely listed as inhibitors | 330,000 compounds, 0.031% hits; note: potency is the fitted concentration of half-maximal effect; % is set by controls: 0 for no effect and ±100 for the full control effect; nearly all actives have a fitted effect of over 80% in size
#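 Inhibition of chaperonin ATP hydrolysis is measured as reduced ADP production, detected by competitive TR-FRET in which signal falls with ADP. Final enzyme 25 nM and ATP 10 uM, reacted 30 min at 37°C.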
# GLP1R inv ag: inverse agonists of human GLP-1 receptor; P43220; HEK293 GLP-1R CRE-luciferase, luminescence, 24 h; GLP-1R form is constitutively active; Potency, µM (titrated, usually from 38.3 µM), for the others: at the highest dose activity change, negative = inhibition, hits mostly inhibitors; 410,000 compounds, 1.6% hits; AID 624417; note: potency is the fitted concentration of half-maximal effect; % is set by controls: 0 for no effect and ±100 for the full control effect; nearly all actives have a fitted effect of over 55% in size
# Target sequence (P43220 whole entry, looked up): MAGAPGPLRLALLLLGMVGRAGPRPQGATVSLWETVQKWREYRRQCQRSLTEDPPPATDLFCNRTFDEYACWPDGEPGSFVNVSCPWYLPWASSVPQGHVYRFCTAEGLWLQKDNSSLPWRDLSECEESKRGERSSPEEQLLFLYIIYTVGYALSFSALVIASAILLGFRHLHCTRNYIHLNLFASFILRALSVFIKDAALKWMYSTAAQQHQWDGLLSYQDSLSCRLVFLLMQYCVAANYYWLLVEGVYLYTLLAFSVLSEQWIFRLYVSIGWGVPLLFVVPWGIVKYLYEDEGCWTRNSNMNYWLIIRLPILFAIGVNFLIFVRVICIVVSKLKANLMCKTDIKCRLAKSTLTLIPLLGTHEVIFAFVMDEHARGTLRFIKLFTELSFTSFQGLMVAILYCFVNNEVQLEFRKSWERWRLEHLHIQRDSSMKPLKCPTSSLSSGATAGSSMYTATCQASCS
#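 HEK293 cells stably co-expressing a cAMP-responsive luciferase reporter and constitutively active GLP-1R were seeded, incubated 12 h, then exposed to compounds for 24 h at 37 C. Luminescence was read 12 min after detection reagent; inverse agonists lower signal.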
# Abeta yeast res: compounds reversing amyloid beta toxicity in yeast; Potency, µM (titrated, usually from 46.1 µM), for inactives: top-dose growth rescue, usual class: activators; yeast expressing A-beta42, growth rescue, OD600, 48 h; response scale: 0% DMSO, 100% iron-clioquinol control; 410,000 compounds, 0.063% hits; AID 1347071; note: potency is the fitted concentration of half-maximal effect; nearly all actives have a fitted effect of over 55% in size
#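 Growth rescue measured by 600 nm absorbance after 48 h yeast culture at 30 C with compound. Values normalized between DMSO and an equimolar ferric chloride plus clioquinol control.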
# aSyn yeast inh: alpha-synuclein toxicity inhibition in yeast | 370,000 compounds, 0.14% hits | AID 652106 | Yeast expressing alpha-synuclein, growth rescue, BacTiter-Glo, 24 h | Potency, µM (series often up to 46.1 µM), for inactives: at the highest dose growth rescue (activation), actives largely listed as activators; note: potency is the fitted concentration of half-maximal effect; % of control where 0% means no effect; nearly all actives have a fitted effect of over 65% in size
#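 Readout is rescue of growth in alpha-synuclein-expressing yeast, so inhibitors of toxicity appear as activators. Growth after 24 hr at 30 deg C in galactose medium is quantified by luminescence.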
# FUS yeast rescue: FUS proteinopathy suppression in yeast | S. cerevisiae FUS-expressing, growth rescue, OD600, 24 h | Potency, µM (series often up to 76.6 µM), inactives show at the top dose growth rescue (activation), hits mostly activators | 390,000 compounds, 0.24% hits;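 note: potency is the fitted concentration of half-maximal effect; plate controls were DMSO vehicle for no effect and reference control for full effect; nearly all actives have a fitted effect of over 55% in size; some results filed as inactive show a strong effect at the top dose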
#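 FUS-expressing yeast, raffinose-pregrown, induced in 2% galactose minimal medium at OD 0.005; compounds in a dilution series, 24hr at 30C. Growth restoration read as absorbance at 600 nm. CP55940 positive control, DMSO negative.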
# TDP-43 yeast inh: TDP-43 toxicity inhibition in yeast | TDP-43 expressing yeast growth rescue, BacTiter-Glo, 24 h | Potency, µM (doses to about 46.1 µM), for inactives: at the highest dose growth rescue (activation), usual class: activators | 410,000 compounds, 1.8% hits | AID 652104; note: potency is the fitted concentration of half-maximal effect; % of control where 0% means no effect; nearly all actives have a fitted effect of over 50% in size
#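 Yeast cells expressing TDP-43 under galactose induction are exposed to compounds for 24 hr at 30 deg C. BacTiter-Glo luminescence measures growth, so protective compounds score as activators.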
# Active calls of the source: *; i = inactive; ? = inconclusive; · = no result given; [ ] = another dose, or the depositor's remark. Unless noted, calls come from the whole dose curve; as a rule, active = well fitted curve in the direction sought with a large enough effect; inconclusive = small, poorly fitted or top-dose-only effect, or another doubt; inactive = no such curve, though single readings can be large; an effect the other way counts as inactive or inconclusive. Not all compounds are listed. The share of hits here may be higher or lower than overall.
compound,pAkt inh,PTHR1 agonist,HEK293 tox,Mm-Cpn inhibitor,GLP1R inv ag,Abeta yeast res,aSyn yeast inh,FUS yeast rescue,TDP-43 yeast inh
COc1ccc(C(=O)Nn2cnc3ccccc3c2=O)cc1[N+](=O)[O-],i,i,2.5%,-1.0%,15.9%,-21.3%,-2.1%,-25.3%,6.7%
Cc1ccc(C(=O)COC(=O)CCC(=O)Nc2ccccc2Cl)cc1[N+](=O)[O-],i,-5.3%,-3.4%,-0.8%,3.3%,13.6%,-0.2%,7.0%,?
CC(NS(=O)(=O)c1ccc(Br)cc1)C(=O)NCc1ccco1 (configuration not stated),i,i,15.7%,-1.3%,8.7%,0.7%,-1.3%,21.4%,-12.2%
Cc1cc(C)c(NC(=O)CSc2nc3ccccc3c3nc(-c4ccccc4)nn23)c(C)c1,·,-49.5%[inhibitor],9.3%,·,23.1%,-7.9%,·,-22.4%,2.4%
O=C(CCCCCN1C(=O)c2cccc3cccc(c23)C1=O)NCCCO,i,i,17.7%,-2.3%,38.9%[activator],-4.7%,-2.8%,9.7%,-3.9%
COc1ccc(CN(C)CC2CCCN(CCc3ccc(Cl)cc3)C2)cc1OC (configuration not stated),i,-16.9%,-26.1%,0.4%,?,-8.8%,7.3%,-2.1%,-0.7%
COc1cc(/C=C(\NC(C)=O)C(=O)NC(C)(C)CC(C)(C)C)ccc1OC(C)=O,i,-9.9%,12.0%,0.9%,11.5%,9.0%,-4.6%,·,-30.1%[inhibitor]
Cc1ccc(C)c(S(=O)(=O)NCc2ccc(C(=O)N3CCC(Cc4ccccc4)CC3)cc2)c1,i,i,-27.5%,1.6%,10µM*,6.8%,20.1%,43.2%,4.2%
O=C(COc1cccc2c1CCNC2=O)Nc1ccc(F)cc1,i,-5.4%,9.0%,-0.3%,33.1%[activator],17.0%,0.9%,0.7%,3.9%
CC1CN=C(N(C(=S)Nc2ccccc2)c2cccc(C(F)(F)F)c2)S1 (configuration not stated),i,-13.4%,14.0%,0.0%,-20.3%,6.1%,-11.5%,35.4%,-7.7%
Cc1cccc(NC(=O)CSc2nc(=O)n(CCCN3CCOCC3)c3c2CCCC3)c1,i,-14.6%,5.4%,-0.4%,-4.9%,8.3%,-2.7%,13.6%,10.8%
Cc1ccc(-n2ncc3c2CC(C)(C)CC3NC(=O)Cc2c(C)noc2C)cc1 (configuration not stated),i,-26.0%,10.3%,3.4%,17.6%,3.4%,4.6%,22.3%,17.5%
COc1ccc(NS(=O)(=O)c2ccc3nc(COc4ccc(C#N)cc4)[nH]c3c2)cc1,i,-33.7%[inhibitor],-15.4%,-2.4%,29.1%,8.8%,-5.0%,·,13.6%
COc1ccc(CNC(=O)c2cn(Cc3ccc(OC(C)=O)cc3)c(=O)s2)cc1,i,i,5.2%,·,20.3%,-4.2%,6.3%,2.2%,24.3%
CCS(=O)(=O)N1CCC(C(=O)NCc2cccs2)CC1,i,i,5.8%,1.6%,0.8%,6.7%,0.1%,-3.6%,-13.1%
COc1ccc(S(=O)(=O)N2CCCCC2)cc1NC(=O)C1CSC2(C)CCC(=O)N12 (configuration not stated),i,?,5.2%,-4.2%,21.3%,9.6%,2.6%,10.1%,-3.6%
COC(=O)c1sc2cccc(F)c2c1S(=O)(=O)NCc1ccc(Cl)cc1,·,-30.6%[inhibitor],8.6%,·,2.5%,-4.1%,·,-6.3%,26.7%
O=C(Nc1cccc(S(=O)(=O)NC2=NCCCCC2)c1)C1COc2ccccc2O1 (configuration not stated),i,-32.6%[inhibitor],-12.1%,2.0%,-5.6%,3.2%,-0.7%,28.3%,-14.6%
CC(C)C(NC(=O)c1c(F)cccc1F)C(=O)N1CCN(c2ncccn2)CC1 (configuration not stated),i,-1.9%,4.4%,-2.3%,-4.7%,-10.7%,6.6%,-31.0%,5.8%
O=C(Nc1ccc(F)c(Cl)c1)C1Cc2c(-c3cccc(F)c3)ccnc2O1 (configuration not stated),i,-45.5%[inhibitor],-7.9%,·,?,-8.0%,?,34.3%,17.8µM*
O=C(Nn1c(-c2ccc(F)cc2)nc2ccccc2c1=O)C1CCCCC1,i,-3.1%[57.5 µM],2.2%,-3.7%,-3.0%,6.8%,0.0%,-0.5%,-6.3%
COc1ccc(CN2C(=O)[C@@H]3C(c4ccccc4Cl)=NO[C@@H]3C2=O)cc1,i,-0.8%[57.5 µM],-23.3%,?,-2.7%,3.7%,-5.2%,6.1%,?
CCOc1ccc(NC(=S)NC(=O)c2cnn(CC)c2)c([N+](=O)[O-])c1,i,-15.4%,-4.8%,-1.5%,-9.9%,0.5%,-3.9%,-3.1%,-4.0%
CCc1ccccc1N1CN(Cc2cccnc2)CNC1=S,i,i,-1.6%,-9.5%,7.2%,-9.1%,-5.3%,1.1%,-6.2%
CCCc1cc(C(=O)Nc2cccc(Cl)c2)no1,i,-43.1%,-14.2%,1.5%,?,-26.8%,4.3%,-19.8%,16.7%
CCOC(=O)C1CCC(CN(Cc2ccc(OC)cc2)S(=O)(=O)c2ccc(F)c(C(=O)Nc3cc(C)ccc3C)c2)CC1 (configuration not stated),·,i,0.0%,·,?,-38.2%[inhibitor],·,-4.4%,-0.2%
C=CCN(C(=O)c1csnn1)C(C(=O)NC1CCCCC1)c1ccccc1 (configuration not stated),i,i,1.4%,-0.3%,-16.5%,-2.8%,-1.0%,4.9%,-19.4%
CCn1c(=N)n(CC(O)COc2ccc(C)cc2)c2ccccc21 (configuration not stated),i,i,-16.2%,1.3%,?,2.3%,3.5%,-5.4%,11.2%
Nc1cccc(S(=O)(=O)Nc2ccc(Br)cc2)c1,i,-3.9%,-3.2%,0.3%,?,?,8.0%,-5.7%,-7.1%
C/C(=N/NC(=O)c1ccc(Br)o1)c1cccs1,i,-14.4%,-4.3%,-1.6%,4.9%,-11.8%,-2.6%,3.4%,6.8%

# 2 entries picked at random from the list so far:
compound,pAkt inh,PTHR1 agonist,HEK293 tox,Mm-Cpn inhibitor,GLP1R inv ag,Abeta yeast res,aSyn yeast inh,FUS yeast rescue,TDP-43 yeast inh
Cc1cccc(NC(=O)CSc2nc(=O)n(CCCN3CCOCC3)c3c2CCCC3)c1,i,-14.6%,5.4%,-0.4%,-4.9%,8.3%,-2.7%,13.6%,10.8%
Cc1ccc(C)c(S(=O)(=O)NCc2ccc(C(=O)N3CCC(Cc4ccccc4)CC3)cc2)c1,i,i,-27.5%,1.6%,10µM*,6.8%,20.1%,43.2%,4.2%

# Continuation:
compound,pAkt inh,PTHR1 agonist,HEK293 tox,Mm-Cpn inhibitor,GLP1R inv ag,Abeta yeast res,aSyn yeast inh,FUS yeast rescue,TDP-43 yeast inh
Cc1ccc(C)c(OCCn2c(-c3ccc(Cl)cc3)nc3ccccc3c2=O)c1C,·,-21.9%,1.2%,·,9.0%,-12.4%,·,-14.9%,4.6%
CCc1ccccc1NS(=O)(=O)c1cc2c(cc1C)n(C)c(=O)c(=O)n2C,i,-20.7%,0.6%,-0.5%,-3.9%,-5.9%,-7.3%,-3.9%,0.0%
Cc1ccc(S(=O)(=O)N2CCCCC2)cc1NS(=O)(=O)c1ccc(Cl)c(C(=O)O)c1,i,-3.2%,1.9%,-0.3%,10.9%,-1.8%,2.1%,0.9%,17.0%
CCOC(=O)c1nn(-c2ccccc2C)c(=O)cc1OCC(=O)Nc1cccc(OC)c1,i,i,-1.4%,-3.5%,1.0%,2.8%,-1.0%,-9.3%,22.2%
CCCc1nnc(NC(=O)CCCN2C(=O)c3ccccc3C2=O)s1,i,i,4.4%,-1.7%,2.4%,11.1%,3.1%,3.1%,5.6%
Cc1ccc(Cn2ncn3c(cc4ccccc43)c2=O)cc1,·,-3.0%[57.5 µM],-6.7%,0.0%,?,11.7%,2.0%,-14.6%,0.2%
Cc1cc(C)n2c(=S)[nH]nc2n1,i,-1.0%,8.7%,0.7%,1.5%,5.3%,9.5%,-12.5%,?
O=C(NN(CC(O)COc1ccccc1)CC(O)COc1ccccc1)c1ccccc1 (configuration not stated),i,i,8.6%,-3.3%,12.0%,3.3%,-1.0%,6.1%,20.8%
C/C(=N\NC(=S)NC(C)C)c1ccc(C(C)(C)C)cc1,i,-1.6%,?,-6.1%,?,29.5%,1.1%,8.8%,21.7%[9.22 µM]
Cc1cc(C)c2oc(C(=O)Nc3ccc(S(=O)(=O)N(C)c4ccccc4)cc3)cc(=O)c2c1,·,i,-11.2%,·,4.3%,-12.4%,·,-0.1%,0.0%
CSCCC(NC(=O)c1ccccc1Cl)C(=O)N1CCN(C(c2ccccc2)c2ccccc2)CC1 (configuration not stated),i,-14.5%,-13.9%,0.0%,?,-27.8%,2.5%,·,-12.7%
O=C(Nc1ccc2ccccc2c1)c1ccccc1Cl,i,-39.7%[inhibitor],0.8%,·,?,3.2%,-1.1%,15.7%,12.6%
CCOc1ccc(NC(=O)C2CCCN(S(=O)(=O)c3cccc4nonc34)C2)cc1 (configuration not stated),·,-50.0%[inhibitor],2.3%,·,9.4%,-1.6%,·,-13.7%,0.2%
COc1ccc(CCNC(=O)COc2ccc(S(=O)(=O)N3CCOCC3)cc2C)cc1,i,-24.0%,-1.1%,-11.8%,6.1%,20.3%,1.4%,18.3%,10.9%
Cc1cc(C)n(-c2nc3ccccc3c(=O)n2OCC(=O)N(C)C)n1,i,i,13.5%,-4.8%,1.3%,-9.5%[9.22 µM],-7.7%,-40.8%,1.5%
